TDP1 cell CPT: DT40-hTDP1 cell growth loss with CPT. chicken DT40 Tdp1-/-;hTDP1 cells + 20 nM CPT, ATP luminescence, 48 h. Potency, µM (top dose mostly 46.2 µM), for the others: top-dose activity change, negative = growth inhibition, most hits filed as inhibitors. 420,000 tested, 12% active. AID 686979; also: nearly all actives have a fitted effect of over 55% in size
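Chicken DT40 Tdp1-/- cells complemented with human TDP1, 400 cells/well, exposed to compounds plus 20 nM camptothecin for at least 48 h at 37 C; viability read as ATP content by CellTiter-Glo luminescence.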
KAT2A inh: blocks human GCN5L2 histone acetyltransferase; GCN5L2 HAT assay, ThioGlo1 CoA-SH fluorescence; Q92830; Potency, µM (doses to about 58.9 µM), inactives show top-dose activity change, negative = inhibition, actives largely listed as inhibitors; AID 504327; 390,000 tested, 0.21% active
Target sequence (Q92830 whole entry, looked up): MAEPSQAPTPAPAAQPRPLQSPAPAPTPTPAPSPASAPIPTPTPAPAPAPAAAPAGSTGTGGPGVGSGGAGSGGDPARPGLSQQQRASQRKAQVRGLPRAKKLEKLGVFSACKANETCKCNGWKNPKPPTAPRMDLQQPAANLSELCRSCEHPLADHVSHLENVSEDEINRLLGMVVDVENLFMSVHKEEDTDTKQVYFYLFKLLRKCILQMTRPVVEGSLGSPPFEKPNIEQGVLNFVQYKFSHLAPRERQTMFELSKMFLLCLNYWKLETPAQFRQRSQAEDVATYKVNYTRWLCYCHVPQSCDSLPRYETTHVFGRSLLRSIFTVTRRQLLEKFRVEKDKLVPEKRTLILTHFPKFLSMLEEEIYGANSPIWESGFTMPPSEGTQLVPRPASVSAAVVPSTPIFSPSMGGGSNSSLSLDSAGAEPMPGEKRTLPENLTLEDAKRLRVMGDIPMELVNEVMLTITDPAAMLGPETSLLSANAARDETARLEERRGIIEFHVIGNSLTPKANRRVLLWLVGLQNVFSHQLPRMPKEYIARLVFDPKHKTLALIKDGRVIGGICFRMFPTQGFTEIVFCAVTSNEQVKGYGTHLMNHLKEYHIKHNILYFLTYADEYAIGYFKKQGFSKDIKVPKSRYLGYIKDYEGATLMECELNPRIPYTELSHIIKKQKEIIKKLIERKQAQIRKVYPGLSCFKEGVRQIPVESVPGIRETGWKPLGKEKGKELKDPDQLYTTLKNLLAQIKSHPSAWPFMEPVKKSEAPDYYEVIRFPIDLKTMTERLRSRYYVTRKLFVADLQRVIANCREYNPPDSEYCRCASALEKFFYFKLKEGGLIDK
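ThioGlo1-coupled HAT assay: 20nM GCN5L2, 70uM acetyl-CoA, 75uM H3(1-25) peptide, pH 7.5. Fluorescence read at 340/540nm at start and after 20 min at room temperature.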
DT40 TDP1 no CPT: qHTS for Inhibitors of human tyrosyl-DNA phosphodiesterase 1 (TDP1): qHTS in cells in absence of CPT; DT40 Tdp1-/- hTDP1 cells, no CPT, ATP luminescence, 48 h; Potency, µM (top dose mostly 46.2 µM), for the others: top-dose activity change, negative = growth inhibition, actives largely listed as inhibitors; 420,000 tested, 15% active; AID 686978, 2013; also: nearly all actives have a fitted effect of over 55% in size
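Chicken DT40 Tdp1-/- cells complemented with human TDP1, screened without camptothecin (DMSO vehicle only), 400 cells/well. Compounds pin-transferred, cells incubated at 37 °C for at least 48 hr. Growth read as ATP-dependent luminescence (CellTiter-Glo, 30 min at RT).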
Active calls of the source: *; ? = inconclusive; nt = no result given; & = joins results of further samples. Calls follow the shape of the dose curve; as a rule, active = well fitted curve in the direction sought with a large enough effect; inconclusive = small, poorly fitted or top-dose-only effect, or another doubt; inactive = no such curve, though single readings can be large; an effect the other way counts as inactive or inconclusive. % is scaled to controls: 0 for no effect and ±100 for the full control effect; potency is read from the fitted curve at half-maximal effect. This is a random part of the collection; any-hit rate near 18%.

SMILES	TDP1 cell CPT	KAT2A inh	DT40 TDP1 no CPT
Cc1cnc(C(=O)NC2CC(C)(C)Cc3c2cnn3-c2ccccc2)cn1 (centres undefined)	?	-12.6%	?
CCn1nc(C)c(CN2CCC(C(=O)Nc3cccc(-c4cccc(Cl)c4)c3)CC2)c1C	?	0.3%	?
CCCNC(=O)c1cc2n(n1)CCCN(Cc1ccc(F)cc1)C2=O	0.0%	-3.0%	3.7%
COc1ccc(CCc2ccnc3ccccc23)cc1	?	nt	20.6µM*
NC(=O)C1(N2CCCCC2)CCN(C(=O)c2cc(COc3c(F)cccc3F)on2)CC1	?	nt	?
CCCCCCN1C[C@@H](n2cc(C3CC3)nn2)[C@H](O)C[C@@H]1c1ccccc1	-16.7%	nt	?
COc1ccccc1NC(=O)COc1ccc(Br)cc1CO	-36.9%	-13.4%	?
Cc1ccc(NC(=O)c2oc3ccccc3c2NC(=O)c2cc3ccccc3o2)cc1	?	-10.8%	16.4µM*
Cc1cc(C)cc(NC(=O)Nc2ccccc2N2CCCCC2)c1	?	-12.0%	16.4µM*
CCOC(=O)c1c(NC(=O)CSC(=S)N(C)C)sc(C)c1C	-19.0%	-3.7%	17.5%
CC1CCCN(S(=O)(=O)c2ccc3c(c2)c(=O)nc2ccc(Cl)cn23)C1 (centres undefined)	0.5%	-6.4%	14.7%
O=c1c2cc(Br)ccc2nc(-c2cccc(C(F)(F)F)c2)n1O	18.4µM*	-13.3%	10.3µM*
O=S(=O)(/N=C(/Nc1ccccc1)C(F)(F)F)c1ccccc1	8.4%	-5.3%	1.9%
Cn1c(=O)oc2cc(S(=O)(=O)NCc3ccco3)ccc21	5.3%	-5.1%	-21.8%
O=C(COC(=O)C1CCN(S(=O)(=O)c2ccccc2)CC1)NCCc1ccccc1	5.2%	-6.1%	-3.4%
CSc1ccccc1C(=O)NC1CCCN(c2ccc(C(F)(F)F)cn2)C1 (centres undefined)	?	-6.3%	-6.1%
COc1ccccc1CN(C)C(=O)c1cccc(S(=O)(=O)N2CCN(Cc3ccccc3)CC2)c1	?	-4.3%	?
Cc1ccccc1-n1c(=O)/c(=C\c2ccco2)s/c1=C(/C#N)C(=O)Nc1ccccc1	-20.1%	-5.5%	-19.1%
O=C(NN1C(=O)/C(=C\c2cccnc2)SC1=S)C(c1ccccc1)c1ccccc1	?	-3.7%	25.9µM*
Cc1cc(C(=O)NNc2ccccc2F)no1	-23.8%	-13.5%	-29.2%

3 successive compounds from above, quoted:
SMILES	TDP1 cell CPT	KAT2A inh	DT40 TDP1 no CPT
Cc1cnc(C(=O)NC2CC(C)(C)Cc3c2cnn3-c2ccccc2)cn1 (centres undefined)	?	-12.6%	?
CCn1nc(C)c(CN2CCC(C(=O)Nc3cccc(-c4cccc(Cl)c4)c3)CC2)c1C	?	0.3%	?
CCCNC(=O)c1cc2n(n1)CCCN(Cc1ccc(F)cc1)C2=O	0.0%	-3.0%	3.7%

Other records.
SMILES	TDP1 cell CPT	KAT2A inh	DT40 TDP1 no CPT
CS(=O)(=O)Nc1cccc(C(=O)CC2(O)C(=O)Nc3ccccc32)c1 (centres undefined)	10.7%	-3.6%	-6.2%
O=C1C(=Cc2ccccc2[N+](=O)[O-])Cc2ccccc21	2.59µM*	nt	3.26µM*
CCN1C(=O)/C(=C/C=C2/Sc3ccc4ccccc4c3N2CCO)SC1=S	?	4.1%	?
COc1cccc(NC(=O)c2ccc(CN3CCc4ccccc4C3)cc2)c1	16.4µM*	-3.7%	?
O=CN1CCN(S(=O)(=O)c2ccc(S(=O)(=O)NC3CCCCC3)cc2)CC1	0.5%	-5.3%	-7.8%
Cc1ccc(Cn2ncc3c(NCCCN4CCOCC4)ncnc32)cc1	-20.0%	1.8%	-10.2%
COc1ccc(CNC(=O)CN(Cc2ccc(F)cc2)C(=O)c2csnn2)cc1	9.3%	1.6%	-26.9%
Cc1nnc(NC(=O)CSCc2c(C)noc2C)s1	-7.8%	-5.9%	-84.6%
O=C(NCc1ccccc1)c1ccc(Cl)cc1	2.7%	-1.5%	3.2%
CC(Sc1nnc(-c2ccco2)n1C)C(=O)N1C(C)CCCC1C (centres undefined)	3.1%	-8.9%	-12.9%
O=C(Cn1c(C(F)(F)F)nc2ccccc21)OCC(=O)c1c[nH]c2ccccc12	-2.5%	-8.0%	?
COc1cc(-c2cc(OC)c3c(C)oc(C)c3c(=O)c2)ccc1OC(=O)c1ccccc1F	8.2µM*	-5.7%	20.6µM*
CCOC(=O)c1ccc(NC(=S)Nc2cccc(C)n2)cc1	?	-0.9%	?
O=C(O)C1=C[C@@H](c2ccc(C(F)(F)F)cc2)C[C@@H](OCCCCO)O1	-12.2%	nt	0.1%
COc1cccc(N=C(N)N=C(N)N)c1	2.7%	-2.6%	-1.7%
O=C(CN1CCOCC1)Nc1ncc(Cc2cccc(Cl)c2Cl)s1	-18.8%	-8.9%	-26.4%
c1ccc(-c2noc(CCC3CCCC3)n2)cc1	-17.6%	-7.2%	-3.9%
CSc1ccc(/C=N/NC(=O)CN2CCN(Cc3ccccc3)CC2)cc1	5.4%	-19.4%	-21.5%
O=C(NC1CCCC1)C(c1ccco1)N(C(=O)c1csnn1)c1ccccc1 (centres undefined)	-3.1%	-3.5%	-9.4%
CCNC(=O)N1c2ccc(OC)cc2C(C)=CC1(C)C	-14.2%	-2.9%	-20.2%

Entries of single compounds, looked up by structure.
O=C(NC1CCCC1)C(c1ccco1)N(C(=O)c1csnn1)c1ccccc1 (centres undefined) in the list: TDP1 cell CPT: -3.1%; KAT2A inh: -3.5%; DT40 TDP1 no CPT: -9.4%
CCN1C(=O)/C(=C/C=C2/Sc3ccc4ccccc4c3N2CCO)SC1=S in the list: TDP1 cell CPT: ?; KAT2A inh: 4.1%; DT40 TDP1 no CPT: ?

Additional structures.
SMILES	TDP1 cell CPT	KAT2A inh	DT40 TDP1 no CPT
COc1cccc(NC(=S)N(CCCN2CCCC(C)C2)Cc2cccs2)c1 (centres undefined)	?	-6.7%	?
O=C(NCc1cccnc1)c1cccc(S(=O)(=O)N2CCCCC2)c1	?	-1.0%	?
CN(C)c1ccc(C2Nc3ccccc3C(=O)N2CCCN2CCOCC2)cc1 (centres undefined)	-11.0%	0.5%	-22.1%
CCOC(=O)C1CCN(C(=O)Cn2nc(CC)n3c(cc4sccc43)c2=O)CC1	?	-5.8%	18.4µM*
Cc1ccccc1-c1nc(CS(=O)(=O)CC(=O)NCCCN2C(C)CCCC2C)c(C)o1 (centres undefined)	3.0%	0.8%	7.1%
COc1ccc(NC(=O)c2cc(-c3cc(C)cc(F)c3)n[nH]2)cc1OC	25.9µM*	nt	?
Cc1ccccc1OCc1nc2ccccc2c(=O)n1NC(=O)c1ccco1	26.5%	0.7%	-1.7%
Cc1ccc(C(=O)CNc2ccc(Cl)cc2)cc1	?	-17.9%	-8.2%
O=C(/C=C/c1ccc(Cl)cc1)NC1CCS(=O)(=O)C1 (centres undefined)	12.6%	-2.9%	-5.8%
CCCCn1c(Cc2ccccc2)nnc1SCC(=O)N1CCOCC1	-11.6%	-0.9%	-12.9%
Cc1ccc(OCC(=O)NNC(=O)c2ccc(NC(=O)C3CC3)cc2)c(C)c1	-3.7%	0.5%	-14.5%
Nc1c(NCCN2CCOCC2)c2ccccc2oc1=O	5.17µM*	?	9.2µM*
COc1ccccc1/C=C1\SC(=S)N(CCC(=O)NNC(=O)c2ccccc2OC)C1=O	9.7%	-9.5%	-23.3%
CCOC(=O)CC1C(=O)NCCN1C(=O)c1c(Cl)cccc1Cl (centres undefined)	26.4%	2.3%	2.2%
Cc1ccc(NC(=O)CN(C)C(=O)C2COc3ccccc3O2)cc1 (centres undefined)	?	-3.8%	?
COc1cccc(CNS(=O)(=O)c2ccc(N3CCCC3=O)cc2)c1	-16.4%	8.8%	?
Oc1ccc(-c2cccc(-c3ccc(O)cc3)n2)cc1	1.3%	-13.3%	-10.7%
O=C1CC2CC1C(C(=O)O)C2C(=O)O (centres undefined)	4.2%	nt	5.5%
CC(C)N(Cc1cc2ccccc2[nH]c1=O)C(=O)c1ccco1	-15.4%	-2.2%	-2.7%
Cc1ccc(-n2nnnc2SCC(=O)Nc2ccc3c(c2)OCCO3)cc1C	?	-0.3%	?
O=C(c1ccco1)N1CCN(C(=O)c2cccs2)CC1	4.5%	-3.7%	-0.8%
O=C(Nc1ccncc1)Nc1ccncc1	-19.1%	-7.2%	?
CC1CCCC(C)N1C(=O)C1CC(c2ccc(F)cc2)=NO1 (centres undefined)	0.0%	-11.9%	-12.5%
COc1ccc(-c2nc3cnc(OC)nc3n(-c3ccc(OC)cc3)c2=O)cc1	1.3µM*	1.7%	0.92µM*
C=CCOc1cccc(C2/C(=C(\O)c3ccc4c(c3)OCCO4)C(=O)C(=O)N2CCN2CCOCC2)c1 (centres undefined)	-0.2%	2.0%	27.4%
COC(=O)C(Cc1c[nH]c2ccccc12)NC(=O)c1ccccc1Br (centres undefined)	13.0%	-3.9%	11.3%
CCOC(=O)N1CCC2(CC1)C(C#N)=C(N)Oc1n[nH]c(C)c12	-17.6%	-18.2%	-4.3%
O=C1NCCc2c1[nH]c1ccccc21	-0.6%	1.5%&-3.6%	-4.9%
CCCCN(C=O)c1c(CC)nc2ccc(C(=O)NCCc3c[nH]c4ccccc34)cn12	?	nt	?
CCOC(=O)C(Cc1c[nH]c2ccccc12)NC(=O)COc1ccc(CC)cc1 (centres undefined)	?	1.7%	?
CN1CCN(C(=S)Nc2cc(S(=O)(=O)N3CCOCC3)ccc2Cl)CC1	-3.4%	-10.5%	-16.3%
COC(=O)c1ccc(NC(=O)CCC(=O)c2ccc(F)cc2)cc1	-13.0%	3.5%	4.1%
COCCNC(=O)c1cccc(NC(=O)C2=C(C)OCCS2)c1	11.4%	-8.9%	-8.8%
Nc1ncnc(Nc2ccc(F)c(Cl)c2)n1	3.0%	-1.9%	3.8%
O=C(Nc1ccccc1)c1cc(S(=O)(=O)N2CCCCC2)ccc1N1CCOCC1	-29.0%	?	-17.9%
Cc1nc(CN(C)C(=O)c2ccccc2OC2CCN(S(C)(=O)=O)CC2)cs1	1.2%	-2.6%	-17.6%
CSc1ccc(C2C3(C#N)C(N)=NC4(OCCO4)C23C#N)cc1 (centres undefined)	-24.8%	-0.7%	-20.9%
c1coc(CN=C2NC(=NCc3ccco3)c3ccccc32)c1	-28.1%	-7.0%	-15.1%
Nc1nnc(COc2ccccc2)s1	-5.3%	1.1%	-16.4%
COc1ccccc1OCCNc1cc(N2CCCCC2)ccc1[N+](=O)[O-]	?	-3.4%	?

An excerpt of these results, with values under each structure.
Fields: TDP1 cell CPT, KAT2A inh, DT40 TDP1 no CPT
CS(=O)(=O)Nc1cccc(C(=O)CC2(O)C(=O)Nc3ccccc32)c1 (centres undefined)
  10.7%, -3.6%, -6.2%
O=C1C(=Cc2ccccc2[N+](=O)[O-])Cc2ccccc21
  2.59µM*, nt, 3.26µM*
CCN1C(=O)/C(=C/C=C2/Sc3ccc4ccccc4c3N2CCO)SC1=S
  ?, 4.1%, ?

Of the compounds above, these have a CF3 group:
SMILES	TDP1 cell CPT	KAT2A inh	DT40 TDP1 no CPT
O=c1c2cc(Br)ccc2nc(-c2cccc(C(F)(F)F)c2)n1O	18.4µM*	-13.3%	10.3µM*
O=S(=O)(/N=C(/Nc1ccccc1)C(F)(F)F)c1ccccc1	8.4%	-5.3%	1.9%
CSc1ccccc1C(=O)NC1CCCN(c2ccc(C(F)(F)F)cn2)C1 (centres undefined)	?	-6.3%	-6.1%
O=C(Cn1c(C(F)(F)F)nc2ccccc21)OCC(=O)c1c[nH]c2ccccc12	-2.5%	-8.0%	?
O=C(O)C1=C[C@@H](c2ccc(C(F)(F)F)cc2)C[C@@H](OCCCCO)O1	-12.2%	nt	0.1%
